AmpC inh detg – AmpC beta-lactamase inhibition with detergent present; P00811; AmpC hydrolysis of nitrocefin, absorbance 480 nm, 0.01% Triton; Potency, µM (highest dose often 114 µM), for inactives: at the top dose activity change, negative = inhibition, hits mostly inhibitors; 0.041% of 370,000 active;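 note: potency is the fitted concentration of half-maximal effect; 0% = no-compound wells and -100% = no-enzyme wells; nearly all actives have a fitted effect of over 25% in size; some results filed as inactive show a strong effect at the top dose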
Target sequence (P00811 whole entry, looked up): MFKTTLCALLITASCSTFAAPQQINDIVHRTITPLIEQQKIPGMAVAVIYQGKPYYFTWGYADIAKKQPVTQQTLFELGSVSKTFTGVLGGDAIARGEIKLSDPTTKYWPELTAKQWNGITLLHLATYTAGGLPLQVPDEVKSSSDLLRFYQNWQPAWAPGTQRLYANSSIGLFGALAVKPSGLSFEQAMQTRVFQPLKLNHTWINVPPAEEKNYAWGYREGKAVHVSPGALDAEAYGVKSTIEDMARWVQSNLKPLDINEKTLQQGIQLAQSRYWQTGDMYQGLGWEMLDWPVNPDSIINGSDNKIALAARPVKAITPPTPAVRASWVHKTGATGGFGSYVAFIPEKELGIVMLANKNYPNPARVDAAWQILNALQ
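AmpC (5.3 nM in the dispensed reagent) in 20 mM phosphate pH 7.0 with 0.01% (detergent screen) or 0.0001% Triton X-100 was preincubated with compounds for 15 min at room temperature. Nitrocefin was then added from an 800 uM solution, and hydrolysis was followed at 480 nm.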
AMA1 RON2 block – AMA1-RON2 (P. falciparum) interaction inhibition; AlphaScreen AMA1-biotinylated RON2 peptide binding; Potency, µM (doses to about 58.2 µM), inactives show top-dose activity change, negative = inhibition, most hits filed as inhibitors; 0.2% of 360,000 active;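 note: potency is the fitted concentration of half-maximal effect; 0% = vehicle wells and -100% = peptide control; nearly all actives have a fitted effect of over 45% in size; some results filed as inactive show a strong effect at the top dose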
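AMA1 (3D7) with his tag at 25 nM final met compounds first, then biotinylated RON2 peptide at 25 nM; detection used donor plus acceptor beads, 10 µg/mL apiece, read by AlphaScreen after 30 min at room temperature.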
FBPA Giardia inh – Giardia lamblia aldolase inhibition | A8B2U2 | purified Giardia FBPA | Potency, µM (series often up to 59.6 µM), inactives show top-dose activity, negative = inhibition, actives largely listed as inhibitors | 0.71% of 290,000 active; note: potency is the fitted concentration of half-maximal effect; nearly all actives have a fitted effect of over 55% in size
Target sequence (A8B2U2 whole entry, looked up): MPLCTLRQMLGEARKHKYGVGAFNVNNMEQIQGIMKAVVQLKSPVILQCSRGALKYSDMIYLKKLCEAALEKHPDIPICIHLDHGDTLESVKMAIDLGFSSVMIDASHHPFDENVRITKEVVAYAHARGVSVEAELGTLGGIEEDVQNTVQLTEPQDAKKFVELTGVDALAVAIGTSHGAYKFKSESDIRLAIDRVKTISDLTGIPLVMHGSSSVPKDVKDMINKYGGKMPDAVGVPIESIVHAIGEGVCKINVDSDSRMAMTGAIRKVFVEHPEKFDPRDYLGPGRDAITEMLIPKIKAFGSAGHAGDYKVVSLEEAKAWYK
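Giardia FBPA (40 nM reagent) was preincubated 10 min at RT with compound (up to 57.5 uM final), then substrate plus GAPDH/TPI/NAD/arsenate coupling system with diaphorase/resazurin was added; resorufin fluorescence (525/598 nm) was read after 20 min.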
AmpC no deterg – blocks E. coli AmpC beta-lactamase in detergent-free assay; P00811; AmpC nitrocefin hydrolysis, absorbance 480 nm, 0.0001% Triton; Potency, µM (titrated, usually from 57.1 µM), for inactives: at the highest dose activity change, negative = inhibition, most hits filed as inhibitors; 0.52% of 330,000 active;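 note: potency is the fitted concentration of half-maximal effect; plate controls were no compound for no effect and no enzyme for full effect; nearly all actives have a fitted effect of over 20% in size; some results filed as inactive show a strong effect at the top dose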
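AmpC (5.3 nM in the dispensed reagent) in 20 mM phosphate pH 7.0 with 0.01% (detergent screen) or 0.0001% Triton X-100 was preincubated with compounds for 15 min at room temperature. Nitrocefin was then added from an 800 uM solution, and hydrolysis was followed at 480 nm.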
HCMV inh – human cytomegalovirus inhibition; HFF cells, HCMV-luciferase reporter, 72 h; active compounds read low; 4.5% of 410,000 active; activity change, negative = inhibition, % at 57.5 µM; in the data active = activity change below about -60%; inconclusive = no clear call, values can overlap the other calls; inactive = above about -39%
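After 16 h attachment at 37C, HFF cells received test compound and HCMV-luciferase (1 PFU/cell); reporter luminescence read 72 h later, data normalized against buffer-only and known inhibitor Salinomycin.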
Numbers without * were called inactive; ? = inconclusive; . = not tested or not shown; & = joins results of further samples; [ ] = another dose, or the depositor's remark. Unless noted, calls come from the whole dose curve; as a rule, active = well fitted curve in the direction sought with a large enough effect; inconclusive = small, poorly fitted or top-dose-only effect, or another doubt; inactive = no such curve, though single readings can be large; an effect the other way counts as inactive or inconclusive. Unless noted, % is set by controls: 0 for no effect and ±100 for the full control effect. Only part of the results is shown; the hit share may differ from the screen's.

| nr | Compound | HCMV inh | AmpC no deterg | AmpC inh detg | FBPA Giardia inh | AMA1 RON2 block |
| --- | --- | --- | --- | --- | --- | --- |
| 1 | O=C(O)[C@@H]1[C@@H]2C[C@H]3c4[nH]c5ccccc5c4CCN3C[C@@H]2CC[C@@H]1O | . | . | . | ? | . |
| 2 | C[C@]12CC[C@@H]3C(=CCc4cc(O)ccc43)[C@@H]1CCC2=O | . | . | . | -26.8%[21.7 µM] | . |
| 3 | C[C@H]1C[C@@H]2[C@H]3CCC4=CC(=O)C=C[C@@]4(C)[C@@]3(Cl)[C@@H](O)C[C@]2(C)[C@]1(OC(=O)c1ccco1)C(=O)CCl | . | . | . | -0.7%[21.7 µM] | . |
| 4 | COc1ccc([C@@H]2CNC(=O)C2)cc1OC1CCCC1 | . | . | . | 0.1% | . |
| 5 | CN=C(NC#N)Nc1ccc(C2=NNC(=O)CC2C)cc1 (stereo not given) | . | . | . | -1.9%&1.2% | . |
| 6 | CC(=O)O[C@]1(C(C)=O)CC[C@H]2C3C=C(Cl)C4=CC(=O)[C@@H]5C[C@H]5[C@]4(C)C3CC[C@@]21C (stereo not given in full) | . | . | . | 2.1% | . |
| 7 | Cc1nc2c([nH]1)c(=O)n(C)c(=O)n2Cc1ccco1 | . | . | . | -1.3% | . |
| 8 | COc1c(O)cc2c(c1O)[C@@H]1O[C@@H](CO)[C@@H](O)[C@@H](O)[C@@H]1OC2=O | . | . | . | 7.3%[21.7 µM] | . |
| 9 | C[C@@H]1[C@H](C)CC[C@@]2(C(=O)O[C@H]3O[C@@H](CO[C@H]4O[C@@H](CO)[C@@H](O[C@H]5O[C@@H](C)[C@@H](O)[C@@H](O)[C@@H]5O)[C@@H](O)[C@@H]4O)[C@@H](O)[C@@H](O)[C@@H]3O)CC[C@]3(C)C(=CC[C@H]4[C@@]5(C)C[C@@H](O)[C@@H](O)[C@](C)(CO)[C@@H]5CC[C@@]43C)[C@@H]12 | . | . | . | -2.7%[21.7 µM] | . |
| 10 | CC(C)[C@@H]1C(=O)N(S(C)(=O)=O)[C@H]2CCN(C(=O)/C=C\CN3CCCCC3)[C@@H]12 | . | . | . | 1.5% | . |
| 11 | CCCN(CCC)C(=O)[C@@H](CCC(=O)O)NC(=O)c1ccccc1 | . | . | . | 0.5%[21.7 µM] | . |
| 12 | CCn1cc(C(=O)O)c(=O)c2cc(F)c(N3CCN[C@@H](C)C3)c(F)c21 | . | . | . | -5.2%[21.7 µM] | . |

Remaining list, next part:
| nr | Compound | HCMV inh | AmpC no deterg | AmpC inh detg | FBPA Giardia inh | AMA1 RON2 block |
| --- | --- | --- | --- | --- | --- | --- |
| 13 | C[C@@H](Cc1cccc(C(F)(F)F)c1)NCCOC(=O)c1ccccc1 | . | . | . | -1.8%[21.7 µM] | . |
| 14 | COc1cc2[nH]c(=O)[nH]c(=O)c2cc1OC | . | . | . | -0.8% | . |
| 15 | CC1(C)OC2CC(=O)OC[C@@]23C1CC(=O)[C@]1(C)C3CC[C@@]2(C)C(c3ccoc3)OC(=O)C3O[C@@]321 (stereo not given in full) | . | . | . | 2.2% | . |
| 16 | CC[C@@]12CCCN3CCc4c(n(c5ccccc45)[C@](O)(C(=O)OC)C1)C32 (stereo not given in full) | . | . | . | 4.0% | . |
| 17 | CC1(C)Oc2ccc(C#N)cc2[C@H](N2CCCC2=O)[C@H]1O | . | . | . | 8.4%&9.9% | . |
| 18 | NC(=O)c1ccc([N+](=O)[O-])cc1Cl | . | . | . | 4.2% | . |
| 19 | NC(=O)NC(=O)Cc1ccccc1 | . | . | . | 3.7% | . |
| 20 | C[C@H](CCC(=O)O)[C@H]1CC[C@@H]2[C@@H]3[C@@H](O)C[C@H]4C[C@@H](O)CC[C@@]4(C)[C@H]3CC[C@@]21C | . | . | . | 14.6%[21.7 µM] | . |
| 21 | Oc1ccc([C@@H]2CNCCc3c2cc(O)c(O)c3Cl)cc1 | . | . | . | ? | . |
| 22 | CCN(CCCCOC(=O)c1ccc(OC)c(OC)c1)[C@@H](C)Cc1ccc(OC)cc1 | . | . | . | 1.2%[21.7 µM] | . |
| 23 | O=c1c(O[C@@H]2O[C@H](CO)C(O)C2O)c(-c2ccc(O)c(O)c2)oc2cc(O)cc(O)c12 (stereo not given in full) | . | -32.1% | . | . | -4.0% |
| 24 | Cc1c(C(C)C)c(=O)n(-c2ccccc2)n1C | -3.4 | . | . | . | . |

Going on with the list:
| nr | Compound | HCMV inh | AmpC no deterg | AmpC inh detg | FBPA Giardia inh | AMA1 RON2 block |
| --- | --- | --- | --- | --- | --- | --- |
| 25 | C=CC(=O)Nc1cc2c(Nc3ccc(F)c(Cl)c3)ncnc2cc1OCCCN1CCOCC1 | -19.2 | . | . | . | . |
| 26 | Nc1ccc(S(=O)(=O)NCc2ccccc2)cc1 | 23.5 | . | . | . | . |
| 27 | COC(=O)Nc1nc2ccc(C(=O)C3CC3)cc2[nH]1 | ? | . | . | . | . |
| 28 | Cc1ccc(C(=O)C(C)CN2CCCCC2)cc1 (stereo not given) | 9.0 | . | . | 2.0% | . |
| 29 | COC(=O)Nc1nc2ccc(S(=O)c3ccccc3)cc2[nH]1 (stereo not given) | -25.5 | . | . | 8.8% | . |
| 30 | COc1ccc(NC(=O)C2CCCN(c3nnc(C)c4c(C)n(-c5ccccc5)nc34)C2)cc1Cl (stereo not given) | -90.0* | . | -1.0% | . | . |
| 31 | Cc1cc(Cl)ccc1NC(=O)Cn1nc(C)c2c(C)n(-c3ccccc3)nc2c1=O | -8.0 | . | -0.9% | . | . |
| 32 | COc1ccc(Cn2c(CCC(=O)Nc3cccc(OC)c3)nc3cccnc32)cc1 | -17.9 | . | -2.1% | . | . |
| 33 | Cc1cc(NC(=O)C2CCN(S(=O)(=O)c3ccc4[nH]c(=O)oc4c3)CC2)ccc1Br | -31.8 | . | 3.4% | . | . |
| 34 | CCOc1ccccc1NC(=O)CSc1nc2ccccc2c2nc(CCn3cncc3C)nn12 | -64.5* | . | -8.9% | . | . |
| 35 | Cc1ccc(Cc2c(C)nc3c(-c4ccccc4)c(C)[nH]n3c2=O)cc1 | -72.8* | . | 0.6% | . | . |
| 36 | Cc1ccc(CNC(=O)C2CCN(S(=O)(=O)c3c(C)noc3/C=C/c3ccccc3F)CC2)o1 | 32.8 | . | ? | . | . |

In the list so far, 2 contain a cyano group.
| nr | Compound | HCMV inh | AmpC no deterg | AmpC inh detg | FBPA Giardia inh | AMA1 RON2 block |
| --- | --- | --- | --- | --- | --- | --- |
| 5 | CN=C(NC#N)Nc1ccc(C2=NNC(=O)CC2C)cc1 (stereo not given) | . | . | . | -1.9%&1.2% | . |
| 17 | CC1(C)Oc2ccc(C#N)cc2[C@H](N2CCCC2=O)[C@H]1O | . | . | . | 8.4%&9.9% | . |

(next part)
| nr | Compound | HCMV inh | AmpC no deterg | AmpC inh detg | FBPA Giardia inh | AMA1 RON2 block |
| --- | --- | --- | --- | --- | --- | --- |
| 37 | Cc1nc2nc(NC(=O)c3cccc(Cl)c3)[nH]n2c(=O)c1Cc1ccccc1 | -7.1 | . | -1.3% | . | . |
| 38 | COc1cc(C(=O)NC(c2ccccc2Cl)c2cc(Cl)c3cccnc3c2O)cc(OC)c1OC (stereo not given) | -79.3* | . | 10.6% | . | . |
| 39 | COc1ccc2c(CNCCc3ccccc3OC)c(C(=O)O)n(Cc3ccc(F)cc3Cl)c2c1 | -107.8* | . | -3.0% | . | . |
| 40 | CC(=O)OCC(=O)C1(O)CCC2C3CCC4=CC(=O)C=CC4(C)C3(F)C(O)CC21C (stereo not given) | 82.0 | . | . | . | 6.0% |
| 41 | COc1ccccc1OC(=O)Oc1ccccc1OC | 2.1 | . | . | . | 6.1% |

Part of the list above in order of heavy-atom count, low to high.
| nr | Compound | HCMV inh | AmpC no deterg | AmpC inh detg | FBPA Giardia inh | AMA1 RON2 block |
| --- | --- | --- | --- | --- | --- | --- |
| 28 | Cc1ccc(C(=O)C(C)CN2CCCCC2)cc1 (stereo not given) | 9.0 | . | . | 2.0% | . |
| 27 | COC(=O)Nc1nc2ccc(C(=O)C3CC3)cc2[nH]1 | ? | . | . | . | . |
| 41 | COc1ccccc1OC(=O)Oc1ccccc1OC | 2.1 | . | . | . | 6.1% |
| 29 | COC(=O)Nc1nc2ccc(S(=O)c3ccccc3)cc2[nH]1 (stereo not given) | -25.5 | . | . | 8.8% | . |
| 35 | Cc1ccc(Cc2c(C)nc3c(-c4ccccc4)c(C)[nH]n3c2=O)cc1 | -72.8* | . | 0.6% | . | . |
| 37 | Cc1nc2nc(NC(=O)c3cccc(Cl)c3)[nH]n2c(=O)c1Cc1ccccc1 | -7.1 | . | -1.3% | . | . |
| 40 | CC(=O)OCC(=O)C1(O)CCC2C3CCC4=CC(=O)C=CC4(C)C3(F)C(O)CC21C (stereo not given) | 82.0 | . | . | . | 6.0% |
| 32 | COc1ccc(Cn2c(CCC(=O)Nc3cccc(OC)c3)nc3cccnc32)cc1 | -17.9 | . | -2.1% | . | . |
| 25 | C=CC(=O)Nc1cc2c(Nc3ccc(F)c(Cl)c3)ncnc2cc1OCCCN1CCOCC1 | -19.2 | . | . | . | . |
| 34 | CCOc1ccccc1NC(=O)CSc1nc2ccccc2c2nc(CCn3cncc3C)nn12 | -64.5* | . | -8.9% | . | . |
